Avidin fluor – compound fluoresces at 488/530 nm on avidin beads; compound fluorescence 488/530 nm, flow cytometry; stronger effect = higher value; fluorescence (KMESF) at 10 µM; actives 0.38% (n = 220,000); in the data active means fluorescence above about 47; further: inactives centre near 10
Rab2 wt GTP – changes GTP binding to wildtype dog Rab2A, up or down | P61105 | GST-Rab2 wt beads, Bodipy-GTP binding, flow cytometry | GTP binding activity, % at 10 µM | actives 0.19% (n = 190,000) | AID 760;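 active means GTP binding activity at least 20 points away from 100%, either lowered or raised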;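 further: 0% = beads with excess unlabeled GTP and 100% = no-compound control corrected for plate trend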
Rac1 mut GTP – alters GTP binding to activated mutant human Rac1. P63000. GST-Rac1 activated beads, fluorescent GTP binding, flow cytometry; actives lie on both sides; 100% means binding = to untreated wells. percent activity (GTP binding), % at 10 µM. actives 0.11% (n = 190,000). AID 764;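 active means GTP binding at least 20 percentage points away from the 100% baseline, in either direction, so actives lie on both sides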
Rac1 wt GTP bind – modulators of human Rac1 wildtype GTP binding; GST-Rac1 beads, fluorescent GTP binding, flow cytometry; actives lie on both sides; 0 = cold GTP competed, 100 = untreated; AID 757; actives 0.27% (n = 190,000); GTP binding activity (% of control), % at 10 µM;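 active means GTP binding activity at least 20 points away from the 100% control level, either lower or higher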
GSH fluor – compound fluoresces at 488/530 nm on GSH beads | GSH beads flow cytometry, compound fluorescence 488/530 nm; stronger effect = higher value | AID 1776 | fluorescence (KMESF) at 10 µM | actives 0.25% (n = 190,000); in the data active means fluorescence above about 89;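 further: glutathione beads carrying GST-tagged Bcl family fusion proteins plus one bare bead set; values are compound well signal with DMSO vehicle wells as background; inactives centre near 16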
HRas wt GTP – modulators of GTP binding to human HRas wildtype | actives 0.14% (n = 190,000) | P01112 | GTP binding activity, % at 10 µM | GST-Ras wt beads, Bodipy-FL-GTP binding, flow cytometry; actives lie on both sides;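 active means GTP binding activity at least 20% away from the 100% baseline, either lowered as inhibitor or raised as activator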;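 further: 0% = unlabeled GTP competition control and 100% = no-compound control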
Target sequence (P01112 whole entry, looked up): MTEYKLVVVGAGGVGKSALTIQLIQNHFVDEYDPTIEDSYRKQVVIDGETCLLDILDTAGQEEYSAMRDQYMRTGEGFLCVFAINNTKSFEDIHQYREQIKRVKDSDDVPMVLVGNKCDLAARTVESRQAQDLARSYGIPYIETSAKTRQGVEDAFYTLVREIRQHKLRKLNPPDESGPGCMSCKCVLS
Pf gametocyte – kills late stage P. falciparum gametocytes. P. falciparum stage V gametocytes, ATP luminescence, 24 h. inhibition, % at 10.9 µM. actives 0.065% (n = 150,000);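 active means inhibition above the mean plus 3 SD of compounds within the control limits, set per campaign, cut at about 38% in these data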;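 further: 0% = DMSO wells and 100% = medium only without gametocytes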
Mcl1 Bid PPI – disrupts binding of human Mcl-1 to Bid peptide; Q07820; TR-FRET Mcl-1/Bid-Dy647 peptide binding, 1536-well; inhibition, % at 21.7 µM; actives 0.97% (n = 220,000);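 active means compounds that cut the binding signal by more than half at the single screening dose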;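 further: His-tagged Mcl-1 with europium anti-His antibody binding Bid BH3 peptide; 0% = Mcl-1 plus peptide wells and 100% = peptide-only wells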
Target sequence (Q07820 whole entry, looked up): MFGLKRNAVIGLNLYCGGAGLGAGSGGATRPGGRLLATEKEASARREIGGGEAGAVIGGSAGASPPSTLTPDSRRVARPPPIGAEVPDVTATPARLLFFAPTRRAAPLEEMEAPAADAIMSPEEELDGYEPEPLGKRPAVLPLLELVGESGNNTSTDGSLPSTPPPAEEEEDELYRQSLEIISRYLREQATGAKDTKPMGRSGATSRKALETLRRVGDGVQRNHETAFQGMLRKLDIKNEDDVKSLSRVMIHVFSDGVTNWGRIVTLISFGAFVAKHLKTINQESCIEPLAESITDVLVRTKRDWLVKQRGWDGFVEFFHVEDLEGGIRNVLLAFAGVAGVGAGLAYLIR
Cdc42 wt GTP – human Cdc42 wildtype GTP binding change, either direction; P60953; GST-Cdc42 beads, Bodipy-GTP binding, flow cytometry; actives lie on both sides; percent activity (GTP binding), % at 10 µM; actives 0.2% (n = 190,000); AID 761;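 active means percent activity GTP binding at least 20 points away from the 100% baseline, either down as inhibitor or up as activator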;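 further: median bead fluorescence of bound Bodipy-FL-GTP at 100 nM; 0% = excess unlabeled GTP control and 100% = no compound control; below 100% means less GTP binding so inhibitor and above means activator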
Target sequence (P60953 whole entry, looked up): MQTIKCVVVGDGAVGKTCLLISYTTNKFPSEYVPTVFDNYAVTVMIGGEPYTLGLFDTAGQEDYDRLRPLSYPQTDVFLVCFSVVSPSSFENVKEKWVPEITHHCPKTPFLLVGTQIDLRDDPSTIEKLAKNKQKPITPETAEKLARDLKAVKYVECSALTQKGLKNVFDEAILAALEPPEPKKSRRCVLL
Mcl1 Noxa PPI – disrupts binding of human Mcl-1 to Noxa peptide. actives 1.5% (n = 220,000). Q07820. inhibition, % at 21.7 µM. AID 1022. TR-FRET Mcl-1/Noxa peptide binding, 2 h;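 active means compounds that cut the protein-peptide binding signal by more than 50% relative to plate controls in a single-dose test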;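 further: His-tagged Mcl-1 with rhodamine Noxa BH3 peptide and terbium anti-His antibody; 0% = Mcl-1 plus Noxa peptide wells and 100% = peptide-only wells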
Rab7 wt GTP bind – dog Rab7 wildtype GTP binding, inhibitors and activators. GST-Rab7 beads, fluorescent GTP binding, flow cytometry; actives lie on both sides; untreated = 100%, excess cold GTP = 0%. GTP binding activity (percent of control), % at 10 µM. actives 0.055% (n = 190,000);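 active means fluorescent GTP binding to Rab7 beads changed by at least 20 points from the 100% baseline, either direction, mostly lower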;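 further: median green fluorescence of bound Bodipy-FL-GTP per Rab7 bead population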
An asterisk follows results filed as active; · = not tested or not shown; & = joins results of further samples.

SMILES	Avidin fluor	Rab2 wt GTP	Rac1 mut GTP	Rac1 wt GTP bind	GSH fluor	HRas wt GTP	Pf gametocyte	Mcl1 Bid PPI	Cdc42 wt GTP	Mcl1 Noxa PPI	Rab7 wt GTP bind
Fc1ccc(N2Cc3ccsc3C=N2)cc1	10	97	94	96	14	95	3	-31	95	7	94
COc1ccc(C(=O)NNC(=O)Cc2ccc([N+](=O)[O-])cc2)cc1	14	96	96	98	21	97	-7	13	99	14	100
Cc1ccc(NC(=O)C2CC(=O)N(C(C)C)C2)cc1Cl (stereo not given)	8	97	96	102	14	99	·	-8	97	11	102
COc1ccc(/C=N/NC(=O)C2C3CCCCC32)cc1OC (stereo not given)	11	96	96	102	15	97	10	0	97	4	99
CC(C)NC(=O)c1nn(C)c2ccccc12	12	100	100	102	11	102	-10	-14	99	13	101
CCOC(=O)c1ccc(NC(=O)Cn2nnc(-c3ccccc3C)n2)cc1	12	96	97	99	81	97	8	-4	98	15	97
COC(=O)C1=C(C)NC2=C(C(=O)CC(C)(C)C2)C1c1cn(Cc2ccc(Br)cc2)nc1-c1ccccc1 (stereo not given)	9	95	92	94	8	99	·	-96	98	3	94
CC(NC(=O)C1CCN(S(=O)(=O)c2cc([N+](=O)[O-])ccc2Cl)CC1)c1ccccc1 (stereo not given)	5	94	98	101	5	97	-1	-7	101	12	100
Cc1ccc(NC(=O)CSCC#N)cc1	8	101	99	102	5	101	2	-22	103	16	98
O=C1c2ccncc2C(=O)N1c1cccc(Cl)c1	5	95	97	96	73	94	-9	0	96	16	95
C=C(C)c1cccc(C(C)(C)NC(=O)NCC2CCCO2)c1 (stereo not given)	16	100	99	103	15	100	-24	6	103	11	98
C=CCn1c(SCC(=O)Nc2nccs2)nnc1-c1ccco1	40	100	100	101	19	100	-4	-4	99	6	100
NC(=O)C1CCN(c2cc(N3CCOCC3)ccc2[N+](=O)[O-])CC1	7	107	90	88	20	92	·	-3	101	8	105
CCCCOc1ccc(C(=O)NCC(=O)NCC(=O)OCC)cc1	9	97	95	98	12	98	·	-11	99	18	98
O=c1cc(NC2CCCCCC2)[nH]c(=O)[nH]1	16	94	94	100	26	97	1	-29	99	-2	95
COC(=O)c1sccc1NC(=O)c1csc(C)c1	23	101	98	101	50	101	4	8	101	-28	101
CCOC(=O)c1ccc(NC(=O)CSc2nnc(-c3cccs3)n2C)cc1	26	93	95	99	17	96	17	-25	96	8	94
COCCNC(=O)C(=O)N/N=C/c1ccccc1C(F)(F)F	5	100	99	109	29	101	·	-4	102	-3	97
O=C(Nc1ccccc1O)c1cc(S(=O)(=O)N2CCOCC2)c(Cl)cc1Cl	7	96	95	97	62	94	·	-29	96	10	96
CCOc1ccc(C(C)=O)cc1COC(=O)C1=COCCO1	8	103	101	112	38	104	·	-75	108	-5	103
Cc1ccc(-n2nnnc2-c2ccco2)cc1	6	101	95	103	15	103	-29	-3	98	10	102
O=C(Nc1cccnc1Cl)c1noc2c1CCc1ccccc1-2	6	97	94	99	20	99	-12	-4	99	3	95
COc1ccc(C(=O)N/N=C/c2ccc(OC)c(CN3CCCc4ccccc43)c2)cc1	3	98	98	104	9	101	1	-16	103	-4	103
O=C(Cn1cnc2ccccc21)Nc1cccc([N+](=O)[O-])c1	16	95	92	93	11	97	8	11	92	2	98
COCCCNC(=O)C(Cc1ccccc1)NS(=O)(=O)c1ccc2c(c1)c(=O)n(C)c(=O)n2C (stereo not given)	7	94	93	95	29	96	2	-24	97	0	95
CC(C)=CCCC(C)CN(C)CCc1ccccn1 (stereo not given)	7	94	98	100	46	97	·	-24	98	18	97
[O-][n+]1c2ccc3nonc3c2nn1-c1ccccc1Cl	8	103	101	106	16	104	-6	6	105	10	102
COc1cc(-c2cc(C(=O)Nc3c(Cl)cc(Cl)cc3Cl)c3ccccc3n2)cc(OC)c1OC	13	96	99	102	7	100	-4	-2	100	8	100
CC(C)CCCC(C)NS(=O)(=O)Cc1ccccc1 (stereo not given)	12	97	96	98	8	99	21	-21	98	0	99
Cc1nn(Cc2c(F)c(F)c(F)c(F)c2F)c(C)c1NC(=O)c1c([N+](=O)[O-])c(C)nn1C	13	104	96	98	19	101	·	-23	100	0	98
COc1ccccc1NC=C1C(=O)OC2(CCCCC2)OC1=O	6	99	96	97	29	101	-9	-8	99	8	99
COc1cccc(-c2cc(C(F)(F)F)nc(NCc3ccco3)n2)c1	15	100	102	108	11	101	·	-13	102	16	102
Cc1ccc(C)c2[nH]c(=O)c(CN(Cc3nnnn3C3CCCCC3)CC3CCCO3)cc12 (stereo not given)	5	92	95	93	35	95	·	7	94	8	94
C=CCOc1ccc(CN(C)CC(=O)N(CC(C)C)c2c(N)n(CC(C)C)c(=O)[nH]c2=O)cc1	8	101	99	105	24	101	·	-42	102	5	100
O=C(O)c1cc(-c2cccnc2)nc2ccc(Br)cc12	12	94	90	95	11	93	-12	-2	92	-9	99
Cc1ccc(C(=O)Nc2nc3c(s2)CCCC3)o1	7	100	100	100	66	100	-15	0	99	15	100
O=C(NNC(=O)C12CC3CC(CC(C3)C1)C2)c1ccco1	6	97	95	94	10	94	·	-20	93	-4	98
Cc1c(C(=O)N2CCOCC2)[nH]c2c1C(=O)CC(c1ccc(Cl)cc1)C2 (stereo not given)	17	101	100	106	10	103	9	-4	104	1	102
O=[N+]([O-])c1ccc(N2CCN(CCOc3nonc3-c3ccccc3)CC2)c(Cl)c1	18	98	99	100	26	98	-1	40	100	7	95
Cc1ccc2c(Cl)cc(Cl)c(OCC(=O)OCC(=O)Nc3ccc(C#N)cc3)c2n1	15	98	98	98	9	98	-13	-5	95	11	95
COc1ccc(C(=O)N/C(=C\c2ccc3c(c2)OCO3)C(=O)NCCc2nc3ccccc3[nH]2)cc1	11	97	97	105	12	97	16	-1	101	-12	99
O=C(Nc1ccc2nc3n(c(=O)c2c1)CCCCC3)c1ccccn1	7	102	98	104	23	102	·	-5	103	10	104
COc1ccc(NC(=O)NCCC2=CCCCC2)cc1	12	94	94	97	17	95	6	-35	97	8	101
CCCCCCc1cc2cc(S(=O)(=O)c3ccc(C)cc3)c(=O)oc2cc1O	7	97	96	99	17	95	·	-4	100	0	94
Cc1ccc2nc(-c3cccc(N)c3)oc2c1	6	101	100	103	17	102	7	-9	105	6	99
CCOCCCN1CN(Cc2ccccc2)CNC1=S	18	101	97	102	17	99	-7	-44	101	-1	99
O=C(Cc1cn2ccsc2n1)NCCc1ccc(F)cc1	12	97	95	96	32	98	·	-19	99	32	98
CCc1ccc(OCC(=O)NCCN(C)C)c(Br)c1	8	102	99	104	16	103	·	-5	104	3	106
CCc1ccc(NC(=O)c2ccc3c(c2)C(=O)N(Cc2ccco2)C3=O)cc1	3	99	99	102	19	99	·	-26	99	38	95
N#Cc1cnn2cc(-c3ncc(C(F)(F)F)cc3Cl)cnc12	7	97	98	97	59	99	-3	-31	99	10	96
CN(C)C(=O)Oc1cccc([N+](C)(C)C)c1	11	101&99	102&98	101&106	20&18	97&101	·	0&-10	104&103	7&3	98&100
C=CCn1c(SCC(=O)NCC(=O)OCC)nnc1-c1ccccn1	11	99	98	101	24	98	11	-10	102	7	96
CCOC(=O)c1c(NC(=O)C(F)(OC)C(F)(F)F)sc2c1CCN(C)C2 (stereo not given)	6	110	105	105	19	110	·	-8	109	14	101
Cc1ccc(CSCC(N)C(=O)O)cc1 (stereo not given)	7	97	97	106	18	99	·	-16	103	-5	99
N#C/C(C(=O)NCc1ccccc1)=C1/SC(Cc2ccc(Cl)cc2)C(=O)N1c1ccccc1 (stereo not given)	6	96	100	102	24	98	7	-8	98	1	91
Cc1c(C(=O)NCCc2ccccc2)oc2ccc(S(=O)(=O)N3CCC4(CC3)OCCO4)cc12	9	87	87	88	29	92	·	1	89	·	89
CC1=CC(C)C2C(=O)N(CCC[N+](C)(C)C)C(=O)C2C1 (stereo not given)	33	101	99	103	26	100	-13	-9	99	28	96
O=C(COc1ccc(Cl)cc1)N1CCN(c2ncccn2)CC1	13	98	97	98	11	100	·	-9	99	-2	98
Cc1ccc(-c2nc3cc(N)ccc3o2)c(C)c1	32	95	92	94	16	96	·	-33	95	8	97

Quoted from the results shown for reference:
SMILES	Avidin fluor	Rab2 wt GTP	Rac1 mut GTP	Rac1 wt GTP bind	GSH fluor	HRas wt GTP	Pf gametocyte	Mcl1 Bid PPI	Cdc42 wt GTP	Mcl1 Noxa PPI	Rab7 wt GTP bind
O=C(Cc1cn2ccsc2n1)NCCc1ccc(F)cc1	12	97	95	96	32	98	·	-19	99	32	98
CCc1ccc(OCC(=O)NCCN(C)C)c(Br)c1	8	102	99	104	16	103	·	-5	104	3	106
CCc1ccc(NC(=O)c2ccc3c(c2)C(=O)N(Cc2ccco2)C3=O)cc1	3	99	99	102	19	99	·	-26	99	38	95
N#Cc1cnn2cc(-c3ncc(C(F)(F)F)cc3Cl)cnc12	7	97	98	97	59	99	-3	-31	99	10	96
CN(C)C(=O)Oc1cccc([N+](C)(C)C)c1	11	101&99	102&98	101&106	20&18	97&101	·	0&-10	104&103	7&3	98&100
C=CCn1c(SCC(=O)NCC(=O)OCC)nnc1-c1ccccn1	11	99	98	101	24	98	11	-10	102	7	96
CCOC(=O)c1c(NC(=O)C(F)(OC)C(F)(F)F)sc2c1CCN(C)C2 (stereo not given)	6	110	105	105	19	110	·	-8	109	14	101
Cc1ccc(CSCC(N)C(=O)O)cc1 (stereo not given)	7	97	97	106	18	99	·	-16	103	-5	99
N#C/C(C(=O)NCc1ccccc1)=C1/SC(Cc2ccc(Cl)cc2)C(=O)N1c1ccccc1 (stereo not given)	6	96	100	102	24	98	7	-8	98	1	91
Cc1c(C(=O)NCCc2ccccc2)oc2ccc(S(=O)(=O)N3CCC4(CC3)OCCO4)cc12	9	87	87	88	29	92	·	1	89	·	89
CC1=CC(C)C2C(=O)N(CCC[N+](C)(C)C)C(=O)C2C1 (stereo not given)	33	101	99	103	26	100	-13	-9	99	28	96
O=C(COc1ccc(Cl)cc1)N1CCN(c2ncccn2)CC1	13	98	97	98	11	100	·	-9	99	-2	98
Cc1ccc(-c2nc3cc(N)ccc3o2)c(C)c1	32	95	92	94	16	96	·	-33	95	8	97
